C2C12 statin – protects C2C12 myotubes from simvastatin toxicity; ATP luminescence, 48 h; scaled: DMSO 0, geranylgeraniol control 100; rescue of ATP level, % at 7.49 µM; actives 0.78% (n = 330,000); AID 602340;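 active = mean ATP rescue above about 67%, or every replicate alone reaching that limit, limit read from the data, passing the limit was not always enough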;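 note: myotubes were challenged with 10 µM simvastatin during compound exposure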
Cneo AK release – causes C. neoformans cell lysis; lysis activity, % at 15 µM; actives 0.2% (n = 360,000); adenylate kinase release luminescence, 4 h; normalised: neutral wells 0, clomiphene wells 100; AID 651654;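 active = mean lysis activity across replicates of at least 80%, whatever share of replicates individually reach that level; inactive = mean lysis activity below 80%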
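Schedule: static 4 h at 37 °C with compound, 1 h detection; system: C. neoformans cells; benchmarks: Clomiphene as positive control; buffer or medium: fresh YPD medium; measure: luminescence rise reflecting yeast cell lysis; measured by: luminescent adenylate kinase detection reagent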
S100A4 inh HTS – S100A4-myosin IIA interaction inhibition | S100A4/TAMRA-MyoIIA peptide fluorescence polarization | inhibition, % at 10.7 µM | actives 0.14% (n = 360,000);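 active = mean inhibition of at least 70% across replicates, with every replicate also reaching that level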
Target sequence (P26447 whole entry, looked up): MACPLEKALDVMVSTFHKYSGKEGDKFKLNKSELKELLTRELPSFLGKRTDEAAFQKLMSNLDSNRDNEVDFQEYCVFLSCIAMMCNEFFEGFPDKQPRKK
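Test system – S100A4 monomer (human) · Compound – single-point compound testing · Schedule – 5 min incubation before reading · Probe or stimulus – TAMRA-labelled myosin IIA heavy-chain peptide probe, 5 nM · Benchmarks – neutral control DMSO, positive control TFP · Medium – Calcium-containing HEPES buffer, pH 7.2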
LGR2 inh – inhibitors of bursicon-induced Drosophila LGR2 receptor cAMP signaling | HEK293 LGR2, CRE-luciferase, bursicon-stimulated, 4 h | inhibition, % at 9.99 µM | actives 0.35% (n = 380,000) | AID 720647;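 active = drop in luminescence signal, shown as inhibition above about 50% in the replicate tests, limit read from the data, passing the limit was not always enough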;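 note: agonist challenge used bursicon conditioned medium at about half maximal strength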
XiGFP reactiv – activators of X-chromosome reactivation in mouse fibroblasts. activation, % at 7.58 µM. actives 0.055% (n = 360,000). XiGFP mouse fibroblasts, % GFP-positive cells imaging, 3 d; cells co-treated with 5-aza-dC sensitizer; scaled so ellipticine positive control = 100%. AID 743238;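 active = mean normalized replicate activation at least 10% and every replicate at or above 10%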;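 note: 0% = median of on-plate neutral control wells and 100% = ellipticine 6 µM median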
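Assay system – SV40-immortalized XiGFP fibroblast cells, line 68-5-11 · Buffer or medium – DMEM supplemented with 5-aza-dC as sensitizing agent · Dosing – one concentration, pinned · Benchmarks – positive control ellipticine, 6 µM final · Times – 3 days compound exposure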
PGC1a acetyl inh – lowers PGC1a acetylation signal in U2OS cells; AlphaScreen anti-acetyl-lysine; with virally co-expressed GCN5 acetyltransferase; inhibition, % at 15.6 µM; actives 0.17% (n = 350,000); AID 651687;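 active = every replicate shows inhibition of at least 40%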;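 note: 0% = neutral control wells and 100% = positive control wells; some results beyond the cut were filed as inactive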
SIRT5 block – sirtuin-5 (human) deacylase inhibition. inhibition, % at 15 µM. actives 1.1% (n = 330,000). Purified SirT5, succinyl-peptide AMC, trypsin-coupled fluorescence. Q9NXA8. AID 652115; in the data active = inhibition above about 15%
ERAP1 HTS inh – blocks human ERAP1 aminopeptidase activity; Q9NZ08; recombinant ERAP1, Leu-AMC fluorescence, 60 min; inhibition, % at 10.7 µM; actives 0.15% (n = 340,000);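 active = mean replicate inhibition of at least 30%, or all replicates individually reaching that 30% level; inactive = mean below 30% and not every replicate reaching it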;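 note: 0% = neutral control wells and 100% = L-leucinethiol positive control wells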
Target sequence (Q9NZ08 whole entry, looked up): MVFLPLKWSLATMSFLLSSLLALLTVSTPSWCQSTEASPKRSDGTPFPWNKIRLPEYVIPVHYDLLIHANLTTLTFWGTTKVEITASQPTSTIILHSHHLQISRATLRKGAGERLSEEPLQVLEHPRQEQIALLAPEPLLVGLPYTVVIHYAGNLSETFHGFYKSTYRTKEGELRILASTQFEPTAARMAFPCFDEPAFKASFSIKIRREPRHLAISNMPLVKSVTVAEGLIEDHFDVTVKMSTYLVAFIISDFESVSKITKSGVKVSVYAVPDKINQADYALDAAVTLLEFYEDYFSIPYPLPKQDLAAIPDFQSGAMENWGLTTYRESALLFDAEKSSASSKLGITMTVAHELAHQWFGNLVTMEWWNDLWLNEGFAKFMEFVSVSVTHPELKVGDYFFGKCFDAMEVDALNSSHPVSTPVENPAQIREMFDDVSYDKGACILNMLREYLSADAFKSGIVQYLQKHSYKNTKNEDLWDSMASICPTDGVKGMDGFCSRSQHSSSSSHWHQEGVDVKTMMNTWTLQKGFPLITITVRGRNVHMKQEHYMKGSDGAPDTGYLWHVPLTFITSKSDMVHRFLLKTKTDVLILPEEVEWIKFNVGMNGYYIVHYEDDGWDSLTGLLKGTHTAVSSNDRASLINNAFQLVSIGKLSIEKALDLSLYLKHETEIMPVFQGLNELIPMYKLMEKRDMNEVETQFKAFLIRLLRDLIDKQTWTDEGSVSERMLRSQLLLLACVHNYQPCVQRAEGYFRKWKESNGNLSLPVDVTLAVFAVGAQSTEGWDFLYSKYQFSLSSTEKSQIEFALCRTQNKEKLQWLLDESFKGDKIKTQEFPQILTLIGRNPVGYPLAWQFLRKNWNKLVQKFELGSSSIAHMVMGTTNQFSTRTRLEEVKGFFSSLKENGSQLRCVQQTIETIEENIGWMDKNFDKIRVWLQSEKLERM
* hit, by the source's call; . = not tested or not shown. An excerpt; the hit share may differ from the screen's.

SMILES	C2C12 statin	Cneo AK release	S100A4 inh HTS	LGR2 inh	XiGFP reactiv	PGC1a acetyl inh	SIRT5 block	ERAP1 HTS inh
Cc1[nH]c2ccc(F)cc2c1CCN(Cc1ccncc1)C(=S)Nc1ccccc1	.	.	2	-5	0.0	.	0	-3
N#Cc1c(N)n(-c2ccc(C(=O)O)cc2)c2nc3ccccc3nc12	-7	1	1	10	-0.1	-3	-64	.
COc1ccc(-c2nnc(Sc3nc4ccccc4o3)c3ccccc23)cc1	-7	.	0	-2	.	.	1	0
COc1cccc(S(=O)(=O)N[C@@H]2CC[C@H](CC(=O)NCc3ccccc3)O[C@H]2CO)c1	3	-3	-2	-5	-0.3	-6	3	1
COc1ccc(CCC(=O)NNC(=O)c2cc(Cl)ccc2OC)cc1OC	2	2	1	1	0.1	-2	-5	2
COc1ccc(/C=N/NC(=O)c2cccnc2)cc1COc1ccc([N+](=O)[O-])c(C)c1	-24	5	-3	.	0.0	-19	-1	-2
COc1ccccc1CNC(=O)C[C@@H]1C[C@H]2c3cc(NC(=O)c4cccnc4)ccc3O[C@H]2[C@@H](CO)O1	-1	-3	-15	0	0.0	-2	2	2
CC(C)(O)/C=C/C[C@](C)(O)C1CC[C@]2(C)C1[C@H](O[C@H]1O[C@@H](CO)[C@H](O)[C@@H](O)[C@@H]1O)CC1[C@@]3(C)CC[C@H](O)C(C)(C)C3[C@@H](O)C[C@]12C (stereo partly specified)	5	1	19	3	0.0	.	.	.
Cc1ccccc1OCC(=O)OCC(=O)Nc1ccc2c(c1)OCCO2	-8	-2	-4	13	0.0	10	0	-1
O=C(CCN1C(=O)NC2(CCCC2)C1=O)Nc1cccc(S(=O)(=O)N2CCOCC2)c1	18	-3	4	10	0.4	-15	-2	0
CCCNC(=O)N1CCC2(CC1)CN(C(=O)COC)[C@@H](CO)c1c2c2ccc(OC)cc2n1C	.	.	4	0	0.2	0	-6	3
CC1=NN(C(N)=S)C(=O)C1N=Nc1ccc(Br)cc1 (stereo unspecified)	-24	1	8	-53	-0.1	18	2	1
O=S(=O)(NC[C@H]1[C@@H](c2ccccc2)[C@@H](CO)N1CC1CC1)c1ccccc1	5	-1	-2	4	0.0	-1	-4	-4
CCn1c(=O)c(CCC(=O)NCC2CCCO2)c(C)c2c(C)nn(-c3ccc(C)cc3)c21 (stereo unspecified)	-55	5	1	9	0.0	.	-3	-1
C[C@@H]1CN([C@@H](C)CO)C(=O)c2cc(C#CC3CC3)cnc2O[C@H]1CN(C)C(=O)Nc1ccccc1	1	47	-5	-6	-0.1	-6	4	2
O=C(NCCCN1CCCC1=O)C1CCC(CNS(=O)(=O)c2ccc(Cl)cc2)CC1 (stereo unspecified)	-5	-1	16	9	0.0	-15	-22	-1
CCN(CC)P(=O)(Nc1ccc([N+](=O)[O-])cc1)c1c(C)nn(CCC#N)c1NC(=O)c1ccc(Cl)cc1Cl (stereo unspecified)	.	.	4	7	0.1	-1	-3	2
O=C(Nc1ccc(Cl)cc1)N[C@@H]1CC[C@@H](CCNS(=O)(=O)c2ccccc2F)O[C@@H]1CO	-9	6	-8	17	0.4	-7	0	3
O=C(N/N=C/C(Br)=C\c1ccccc1)c1cccs1	.	-2	-7	-50	0.0	-43	20*	.
Nc1[nH]c(C(=O)c2ccccc2)c(-c2ccccc2Br)c1C(=O)NCCc1ccc(Cl)cc1Cl	.	.	-2	6	-0.1	.	7	-1
COc1ccc(OCC(O)CN2CCN(CC(O)COc3ccc(OC)cc3)CC2)cc1 (stereo unspecified)	0	-1	1	-20	0.0	7	2	1
CC1=C(C(=O)Nc2ccc(Cl)cc2)C2(CCCCC2)C(C(N)=O)C(=S)N1 (stereo unspecified)	.	.	2	4	0.0	.	.	1
O=C(C[C@@H]1C=C[C@H](NC(=O)c2ccncc2)[C@H](CO)O1)NCC1CCCCC1	-6	0	4	-4	-0.1	16	3	-1
C=CCn1c(SCC(=O)Nc2ccc(F)cc2F)nc2c([nH]c3ccccc32)c1=O	.	1	-14	-15	0.0	-2	0	0

Copied from the list:
Entry for Cc1ccccc1OCC(=O)OCC(=O)Nc1ccc2c(c1)OCCO2 under S100A4 inh HTS: -4
Entry for CCn1c(=O)c(CCC(=O)NCC2CCCO2)c(C)c2c(C)nn(-c3ccc(C)cc3)c21 (stereo unspecified) under Cneo AK release: 5
Entry for O=C(Nc1ccc(Cl)cc1)N[C@@H]1CC[C@@H](CCNS(=O)(=O)c2ccccc2F)O[C@@H]1CO under C2C12 statin: -9

Next section.
SMILES	C2C12 statin	Cneo AK release	S100A4 inh HTS	LGR2 inh	XiGFP reactiv	PGC1a acetyl inh	SIRT5 block	ERAP1 HTS inh
O=C(CN1CCN(c2ncccn2)CC1)Nc1ccccc1-n1cccc1	-12	0	0	-4	.	-3	5	-2
C[C@@H]1CN([C@@H](C)CO)C(=O)c2cc(NC(=O)CCN3CCOCC3)ccc2O[C@@H]1CN(C)S(=O)(=O)c1cn(C)cn1	-6	5	-7	9	-0.1	4	7	4
COc1ccc(C(=S)N2CCOCC2)cc1OS(=O)(=O)c1ccccc1[N+](=O)[O-]	.	.	-3	5	0.3	.	0	-4
Cc1noc(C)c1C(=O)OCC(=O)NCCc1ccccc1	-6	0	-29	-6	0.4	.	-4	0
CCOCC(=O)N1CCN(c2ccccc2OC)CC1	0	7	-8	-11	0.0	-4	7	-2
Cc1ccc2[nH]cc(S(=O)(=O)c3ccc(C(C)C)cc3)c(=O)c2c1	7	-2	4	3	0.3	-7	-2	0
O=C(COC(=O)c1cccc(Br)c1)NCCNC(=O)COC(=O)c1cccc(Br)c1	4	0	-14	0	0.3	.	-2	-3
O=C(CCN1CCCCC1)N[C@H]1CC[C@@H](CC(=O)N2CCC(Cc3ccccc3)CC2)O[C@@H]1CO	3	10	10	-14	0.4	12	-5	-1
Cc1noc(C)c1C(=O)NCc1cccs1	.	.	10	-1	.	4	0	-2
C[C@H](CO)NC(=O)[C@@H]1C[C@H]1[C@@H](NP(=O)(c1ccccc1)c1ccccc1)c1ccccc1	116*	1	-2	4	0.0	-6	-3	-1
O=c1cc(CSc2nc(NCc3ccccc3)c3ccccc3n2)nc2ccc(Cl)cn12	.	1	-6	5	-0.1	3	-2	2
Cc1ccc(S(=O)(=O)Nc2ccc3c(c2)C(=O)N([C@H](C)CO)C[C@H](C)[C@H](CN(C)Cc2ccc(Cl)c(Cl)c2)OCCCC[C@@H](C)O3)cc1	.	2	-28	-8	0.0	-11	15	-3
CS(=O)(=O)NCc1nnc(SCc2c(F)cccc2Cl)o1	-3	.	-7	-1	-0.1	4	-5	5
COc1cccc(C2/C(=C(\O)c3ccc4c(c3)OCCO4)C(=O)C(=O)N2CC2CCCO2)c1 (stereo unspecified)	4	1	-5	-5	0.4	.	2	3
C[C@H](CO)N1C[C@H](C)[C@H](CN(C)Cc2ccccc2)Oc2ccc(NS(=O)(=O)c3cccs3)cc2C1=O	4	-5	-16	-24	0.0	12	-1	0
CC(CS(=O)(=O)c1ccc2c(c1)NC(=O)CS2)C(=O)N1CCN(c2cccc(Cl)c2)CC1 (stereo unspecified)	1	5	0	-1	0.0	-9	-2	0
CSc1cnc2c(=O)n(C)c(=O)[nH]c2n1	.	.	0	-3	0.4	.	-14	1
O=C(COc1ccccc1)Nc1ccccc1N1CCN(c2ccc(F)cc2)CC1	-8	-2	0	6	.	4	8	-3
CCCNC(=O)N1CC(=O)N2[C@H](C1)[C@H](c1ccc(-c3ccc(C)cc3)cc1)[C@@H]2CO	.	.	2	-6	0.4	-4	-9	-3
Cc1ccc(NC(=O)CN2C(=O)NC3(CCc4ccccc43)C2=O)cc1S(=O)(=O)N1CCCCC1 (stereo unspecified)	-6	-4	0	-19	0.0	.	-1	3
Cn1c(=O)cc(OCCCC(=O)NCc2cccnc2)c2ccccc21	.	.	13	4	0.2	-4	-3	4
O=C(O)CCC(=O)Nc1cccc(C(=O)Nc2ccc(Br)cc2)c1	-4	6	-5	-13	0.0	-5	1	5
COc1cccc(CCNS(=O)(=O)CCNC(=O)c2cccc(OC)c2)c1	.	.	-1	3	0.3	.	-3	-1
CCOc1cccc(/C=C/c2cc(C(=O)O)c3ccccc3n2)c1OC	.	-5	-2	32	-0.2	1	2	-4
Cc1ccc(Nc2c3c(nc4ncnn24)CCC3)cc1	2	-1	-2	-22	.	1	-1	-1
COc1cc2cc(CN(Cc3cccs3)C(=S)Nc3ccc(C)cc3)c(=O)[nH]c2cc1OC	.	.	-6	-2	0.1	.	7	-6
Cc1cc(NS(=O)(=O)c2ccc(NC(=O)Cc3ccc(Cl)c(Cl)c3)cc2)no1	5	1	1	-35	-0.1	.	-1	-12
CC1CCCC(C)N1C(=O)COC(=O)CSc1ccc([N+](=O)[O-])cc1 (stereo unspecified)	2	2	0	0	0.3	.	2	2
O=C(Nc1ccc(S(=O)(=O)Nc2ncccn2)cc1)C1COc2ccccc2O1 (stereo unspecified)	.	.	10	.	0.0	-8	0	-4
C[C@@H](C(=O)NCc1ccco1)N1C(=O)N2CCc3c([nH]c4ccccc34)[C@@]2(C)C1=O	-3	-2	-7	-24	.	-3	.	8
CC(C)CC(=O)Nc1ccc(C(=O)COC(=O)C2CC(=O)N(Cc3ccccc3)C2)cc1 (stereo unspecified)	8	-1	2	1	0.3	10	-4	0
N#Cc1ccc(N2CCOCC2)c([N+](=O)[O-])c1	.	.	-2	7	0.1	-7	-2	2
CCOc1ccc(/C=C2/SC(=S)N(C(C(=O)O)c3ccccc3)C2=O)cc1OCC (stereo unspecified)	2	.	-2	-12	0.0	-13	10	17
O=C(C[C@@H]1C=C[C@H](NS(=O)(=O)c2ccc(F)cc2)[C@@H](CO)O1)NC1CCC1	5	0	3	9	0.0	-20	8	-4
CN(c1ccccc1)S(=O)(=O)c1cccc(C(=O)NC2CC(C)(C)NC(C)(C)C2)c1	0	0	0	1	0.1	11	-3	-1
COc1ccc(S(=O)(=O)N(C)C[C@@H]2Oc3ccc(NC(=O)CCC(F)(F)F)cc3CC(=O)N([C@H](C)CO)C[C@H]2C)cc1	-1	28	0	-32	-0.1	-5	2	0
CC1CCCCN1CCNC(=O)c1cnn2ccccc12 (stereo unspecified)	3	1	-3	-1	0.4	-4	-3	-2
O=C(NC(=S)Nc1ccc(N2CCN(C(=O)c3ccccc3)CC2)cc1)c1cccs1	.	3	-6	.	0.0	18	3	-8
Cc1ccc(-c2cn3cc(C)ccc3n2)cc1	.	.	2	102*	0.0	6	-1	0
O=C(NCCCN1CCCCC1)C1CC(=O)N(CCc2ccccc2)C1 (stereo unspecified)	-8	3	-7	-32	0.1	-1	-1	0
COc1ccc(S(=O)(=O)NN(C)C(=O)c2nn(-c3ccccc3)ccc2=O)cc1	4	-1	-3	8	0.0	-14	1	-3
N/C(=N\c1nc2c(c(=O)[nH]1)CCCC2)Nc1ccccc1Sc1ccccc1	3	2	.	4	.	3	.	.

An excerpt from above in order of their number in S100A4 inh HTS, lowest first:
SMILES	S100A4 inh HTS	LGR2 inh	PGC1a acetyl inh	SIRT5 block	ERAP1 HTS inh
O=C(NCCCN1CCCCC1)C1CC(=O)N(CCc2ccccc2)C1 (stereo unspecified)	-7	-32	-1	-1	0
O=C(NC(=S)Nc1ccc(N2CCN(C(=O)c3ccccc3)CC2)cc1)c1cccs1	-6	.	18	3	-8
COc1ccc(S(=O)(=O)NN(C)C(=O)c2nn(-c3ccccc3)ccc2=O)cc1	-3	8	-14	1	-3

Screens from PubChem.
